From PubChem BioAssay
Ins promoter up: insulin promoter activators in MIN6 cells, imaging, high-content screening, mouse beta cells; AID 1625, 2009; hit rate 0.3% among 190,000; MIN6 insulin promoter-GFP reporter; active compounds read high; z-score at 5 µM;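 active = z-score above 3 at 5 µM with at least 500 cells counted in the well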
Dynein transport: inhibitors of GR-EGFP nuclear translocation, primary screen, dynein cargo transport inhibitor project, imaging, high-content, 3617.4 mouse cells; test concentration mostly 20 µM; stimulated with dexamethasone, 1 µM; active compounds read low; z-score, hits read low; hit rate 0.47% among 220,000; AID 1381, 2008;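 active = plate z-score of nuclear minus cytoplasmic receptor signal below a set negative limit, without overly bright fluorescence or cell loss, cut at about -3.5 in these data, passing the limit was not always enough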;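 note: z-score of nuclear minus cytoplasmic ring GR-EGFP intensity difference per well; some compounds called inactive have numbers as strong as hits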
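Also added – dexamethasone, 1.0 µM final · Buffer or medium – tet-free, stripped-serum medium · Schedule – induction 48 h, compound 1 h, agonist 30 min · Detection – formaldehyde fixation, Hoechst nuclear stain, 10x automated fluorescence imaging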
MT stabilize HCS: microtubule stabilizers in HeLa cells, primary screen, imaging, high-content imaging; HeLa tubulin immunostaining HCS, 24 h; share of cells brighter than vehicle mean+2SD; % tubulin-high responders, % at 10 µM; hit rate 0.83% among 200,000; AID 2205, 2009;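 active = plate Z-score above 3 for both tubulin-high and condensed-nucleus cell shares, with cell loss under 80%, at 10 µM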;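 note: anti alpha tubulin signal scored within the nucleus-defined area of each cell; some results filed as inactive read as strong as hits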
HIV peptide binding: inhibitors of HIV fusion peptide binding, primary screen, biochemical, uHTS, fluorescence dequenching (AID 1986); cell-free peptide binding, fluorescence dequenching, 30 min; higher % means a stronger effect; inhibition, % at 20 µM; hits with a dose series show IC50 in µM; hit rate 0.3% among 290,000; in the data active = inhibition mostly above about 52%, no sharp cut-off; inactive = mostly below about 76%; note: some results filed as inactive read as strong as hits
AID2073: inhibitors of Mint1-CaV2.2 protein interaction, biochemical, HTRF (AID 2073); inhibition, % at 20 µM; hits with a dose series show IC50 in µM; HTRF protein-protein interaction, Mint1-CaV2.2; higher % means a stronger effect; Voltage-dependent N-type calcium channel subunit alpha-1B (Homo sapiens); hit rate 0.19% among 290,000; in the data active = inhibition mostly above about 51%, no sharp cut-off; note: some results filed as inactive read as strong as hits
b-catenin transl: modulators of beta-catenin nuclear translocation, primary screen, imaging, HeLa cells, immunofluorescence, high-content. AID 1665, 2009. hit rate 0.3% among 190,000. nuclear translocation activity, % at 5 µM;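 active = nuclear translocation activity above 50% at 5 µM, with a well cell count of 50 or more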;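 note: per-cell ratio of nuclear to cytoplasmic median beta-catenin stain intensity; plate controls were DMSO negative control for no effect and GSK-3 inhibitor IX positive control for full effect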
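Read-out: Nuclear/cytoplasmic beta-catenin signal ratio, % activation | Assay system: Human HeLa cell line | Times: 24 h compound exposure at 37°C, 5% CO2 | Signal: Fluorescence imaging of beta-catenin antibody stain plus DAPI | Dosing: 5 µM primary, 0.02–20 µM confirmation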
Autophagy mod: autophagy modulators in MEF cells, primary screen, imaging, high-content, MEF GFP-LC3; hit rate 0.98% among 190,000; calls only at 10 µM (by protocol); MEF GFP-LC3 puncta imaging; test concentration mostly 10 µM;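 active = percentage of spot-positive cells more than 3 SD above its plate mean, without a fluorescence outlier flag or 80% toxicity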;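 note: spot-positive cell cutoff set from DMSO-treated cells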
Yfh1-depleted yeast: enhancers of respiration in Yfh1-depleted yeast, dose response, Friedreich's ataxia, plus single-dose screen (AID 1465). S. cerevisiae Yfh1-off respiration, WST-1 reduction, 72 h; higher fold induction means a stronger effect. one-dose fold induction at 50 µM; EC50 in µM for titrated hits. hit rate 0.074% among 220,000;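 active = fold induction of absorbance versus untreated yeast above a set limit, then at least 30% activation at any dose in follow-up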;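 note: activators that raise dye reduction in frataxin-depleted yeast; strong numbers were not always called active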
WT yeast gro inh: growth inhibition of WT strain, primary screen, mitochondrial fusion inhibitor project, WT and mutant strains, chemical genetic; mitochondrial fusion phenotypic screen; inhibition, % at 10 µM; hit rate 2.1% among 190,000; in the data active = inhibition above about 58%; tested in S. cerevisiae
WT yeast gro inh mutant strain: also measured in WT yeast gro inh; calls as there; inhibition, %; mitochondrial fusion phenotypic screen, mutant strain inhibition
Dynein transport cytoplasmic EGFP: also measured in Dynein transport; calls as there; z-score; measured here: cytoplasmic GR-EGFP intensity; active compounds read high
Dynein transport nuclear GR-EGFP: recorded beside Dynein transport, whose call it bears; z-score; measured here: nuclear GR-EGFP intensity;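 lower value marks the stronger effect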
Dynein transport cell count: further read-out of Dynein transport, marked with its call; z-score; measured here: cell count per field
Ins promoter up cell count: also measured in Ins promoter up; calls as there; cell count; measured here: cytotoxicity, nuclei count;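 total cells summed across four imaged fields per well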
b-catenin transl cell count 5 µM: second read-out of b-catenin transl, no call of its own (marks repeat the call); cell count; measured here: cell count, cytotoxicity flag
MT stabilize HCS Hoechst-high %: also measured in MT stabilize HCS; calls as there; % Hoechst-high responders; measured here: nuclear condensation Hoechst responders;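 share of cells brighter than vehicle mean plus two SD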
MT stabilize HCS cytotoxicity %: further read-out of MT stabilize HCS, marked with its call; toxicity, %; measured here: cytotoxicity by cell density;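 0% = mean cell density of plate MIN control wells and 100% = no cells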
Autophagy mod cell loss 18 h: further read-out of Autophagy mod, marked with its call; toxicity, %; measured here: cell loss, nuclei count;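 cell loss after 18 h compound exposure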
Numbers without * were called inactive; i = inactive; . = no result given. Compounds as they come. About 4.2% of those tested had a hit in this group.

SMILES	Ins promoter up	Ins promoter up cell count	Dynein transport	Dynein transport cytoplasmic EGFP	Dynein transport nuclear GR-EGFP	Dynein transport cell count	MT stabilize HCS	MT stabilize HCS Hoechst-high %	MT stabilize HCS cytotoxicity %	HIV peptide binding	AID2073	b-catenin transl	b-catenin transl cell count 5 µM	Autophagy mod	Autophagy mod cell loss 18 h	Yfh1-depleted yeast	WT yeast gro inh	WT yeast gro inh mutant strain
Cc1ccccc1NC(=O)c1cc(S(=O)(=O)N2CCOCC2)ccc1F	-0.29	1096	-0.97	0.61	0.4	0.63	2.0	3.4	6.2	1.1%	-1%	0.7	1197	i	14	i	-2	-1
CCOC(=O)C1CCN(c2cc(=O)n(-c3ccc(OC)cc3)c(=O)[nH]2)CC1	0.01	1910	0.052	-0.17	0.32	0.12	6.2	3.6	9.7	3.1%	35%	-1.1	1106	i	8	i	-8	-6
COc1cc2c(cc1OC)C(c1ccccc1)N(C(=O)c1ccco1)CC2 (stereo not drawn)	0.88	956	-1.2	-0.25	-0.73	0.69	1.8	2.3	6.0	-0.4%	5%	.	.	i	0	i	37	27
Cc1cccc(-n2cnc(C(=O)N/N=C\c3ccc(Br)cc3)c2)n1	.	.	-0.71	-0.25	-0.49	1.6	3.7	2.3	4.4	1.5%	31%	-5.1	1277	i	-1	i	-9	-3
O=C(CCN1CCN(Cc2ccccc2)CC1)Nc1ccccc1Cl	0.24	1296	-0.17	-0.27	0.039	0.23	4.7	2.3	1.5	-1.7%	1%	-4.0	550	i	-3	i	1	-10
COc1cc(C(=O)NCc2cn3ccccc3n2)cc(OC)c1OC	0.42	1099	-0.91	-0.21	-0.24	-0.6	3.2	2.8	7.3	1.5%	11%	1.0	1144	i	-3	i	4	1
COC(=O)CCc1c(C)c(C(=O)c2cc(F)c(F)c(F)c2F)c2ccccn12	-0.29	1344	2.3	-0.32	1.4	-1.6	5.1	2.4	8.4	-0.6%	1%	0.4	1060	i	17	i	26	32
Cn1c(=O)c2[nH]c(=O)cnc2n(C)c1=S	0.32	1430	0.34	-0.24	0.49	-0.13	3.4	1.7	11	1.3%	28%	-1.3	1150	i	0	i	-4	-9
CCOc1ccccc1/C=N/NC(=O)CNC(=O)COc1ccccc1	0.08	1208	0.3	-0.34	0.32	0.23	1.0	1.3	0.1	1.5%	11%	2.1	1063	i	-3	i	8	1
CCc1nnc(NC(=O)C(CC)CC)s1	-0.28	970	-0.97	-0.23	0.19	0.11	.	.	.	1.1%	-10%	2.7	1324	.	.	i	.	.
Cc1cc(C)nc(/N=C(\N)Nc2ccc([N+](=O)[O-])cc2)n1	0.33	1356	-0.42	0.27	-0.13	1.4	2.2	1.3	13	1.0%	8%	0.4	1167	i	-7	i	-4	-15
CCOC(=O)N1CCN(C(=O)Cn2c(=O)sc3ccccc32)CC1	1.5	1603	-1.3	-0.24	-0.28	1.1	7.3	2.0	7.2	1.2%	0%	-0.3	1375	i	-8	i	-2	-4
O=C(C[n+]1ccc(C(=O)NCc2ccccc2)cc1)c1ccc2c(c1)OCCO2	-2	969	-1	-0.32	-0.45	0.23	2.1	2.3	3.3	-0.7%	-3%	-1.4	1129	i	7	i	-17	-9
O=C(NC1CCCCC1)c1cnn2c(C(F)(F)F)cc(-c3ccco3)nc12	-0.74	1408	-1.2	-0.21	-0.45	0.77	2.6	2.2	0.7	0.0%	19%	-2.6	897	i	-8	i	22	16
O=C(CSc1nncn1-c1ccccc1)NC1CCCc2ccccc21 (stereo not drawn)	0	1510	-0.8	-0.25	-0.78	0.67	0.6	2.0	11	2.3%	-9%	-2.9	1128	i	11	i	-6	-15
Cc1ccc(CNC(=O)c2cccnc2Cl)cc1	0.32	1187	-0.039	-0.15	0.096	-1.4	2.6	1.8	8.5	0.5%	-3%	-0.7	1204	i	0	i	-14	-25
Cc1ccc(NC(=S)NNC(=O)CSc2nc3ccccc3c(=O)n2-c2ccc(C)cc2)cc1	-0.29	926	-1.2	0.15	-0.32	0.4	2.0	1.3	10	5.3%	-8%	1.1	929	i	10	i	4	19
CC(O)C(NS(=O)(=O)c1ccc(Cl)cc1)C(=O)OCC(=O)N1CCN(c2ccccc2)CC1 (stereo not drawn)	-0.38	1390	0.61	-0.24	0.62	-0.53	2.6	2.9	3.2	-1.5%	3%	-1.8	1171	i	-5	i	-2	5
CCC(C)NC(=O)CN1C(=O)NC2(CCc3ccccc3C2)C1=O (stereo not drawn)	0.31	1232	0.17	-0.32	-0.23	-0.56	6.3	1.7	11	0.1%	7%	-0.1	1058	i	0	i	-11	9
CCOC(=O)N1CCc2c(sc(NC(=O)CN3CCOCC3)c2C#N)C1	0.86	1112	0.22	-0.078	0.084	0.066	.	.	.	0.8%	0%	-0.1	1170	.	.	i	.	.
CS(=O)(=O)NCCSCc1ccccc1	1.2	1166	-0.37	-0.23	0.078	-0.011	2.9	1.6	12	-0.8%	-4%	.	.	i	-6	i	-3	-11
CN(c1ccc(C(=O)Nc2ccc3c(c2)OCCO3)cc1)S(C)(=O)=O	-0.09	991	0.15	-0.2	0.15	0.15	2.1	1.7	6.2	5.1%	12%	.	.	i	-9	i	3	6
O=C(NCCCCc1ccccc1)C1CC(c2cccc(F)c2)=NO1 (stereo not drawn)	0.37	979	-0.073	-0.68	0.026	-0.2	.	.	.	-0.9%	-4%	-2.9	1170	.	.	i	.	.
CCOC(=O)C(C(=O)OCC)=C1OC(=O)c2ccccc21	0.25	1048	-0.0028	-0.19	0.23	-0.079	2.2	1.8	5.9	2.2%	-1%	-0.8	1198	i	29	i	5	-2
COc1cc(/C=C/C(=O)c2ccc(C)cc2)ccc1OCC#N	1.4	1196	-3	0.51	-2.1	-1.4	6.4	7.8	26	-0.4%	4%	-0.3	947	i	2	i	-2	5

An excerpt from above, showing only Dynein transport cell count, Yfh1-depleted yeast and b-catenin transl.
mol	Dynein transport cell count	Yfh1-depleted yeast	b-catenin transl
Cc1ccccc1NC(=O)c1cc(S(=O)(=O)N2CCOCC2)ccc1F	0.63	i	0.7
CCOC(=O)C1CCN(c2cc(=O)n(-c3ccc(OC)cc3)c(=O)[nH]2)CC1	0.12	i	-1.1

Next section:
SMILES	Ins promoter up	Ins promoter up cell count	Dynein transport	Dynein transport cytoplasmic EGFP	Dynein transport nuclear GR-EGFP	Dynein transport cell count	MT stabilize HCS	MT stabilize HCS Hoechst-high %	MT stabilize HCS cytotoxicity %	HIV peptide binding	AID2073	b-catenin transl	b-catenin transl cell count 5 µM	Autophagy mod	Autophagy mod cell loss 18 h	Yfh1-depleted yeast	WT yeast gro inh	WT yeast gro inh mutant strain
Cc1cc(-c2csc(NC(=O)c3ccc(C#N)cc3)n2)c(C)n1Cc1ccccc1	-0.12	1346	-0.48	0.58	-0.31	-0.42	2.1	2.2	5.8	16%	31%	3.1	1044	i	16	i	-11	9
Cc1cc([N+](=O)[O-])nn1CC(=O)NCCc1c[nH]c2ccccc12	0.08	1253	-0.81	-0.18	-0.78	0.62	1.9	2.9	6.6	0.0%	-12%	-3.2	1127	i	-10	i	-4	6
CCCCCCn1c(CN2CCN(C)CC2)nc2c1c(=O)n(C)c(=O)n2C	0.28	645	-0.92	-0.17	-0.28	-0.21	3.1	3.2	6.3	-0.2%	-7%	2.2	884	i	-12	i	-5	-8
CN(C)C(CNC(=O)c1cccs1)c1cccnc1 (stereo not drawn)	-0.48	1965	-1.6	0.18	-0.42	7.8	4.3	2.5	6.8	-1.7%	-3%	0.3	1085	i	-3	i	9	4
COc1cc(NC(=O)C2CCN(S(=O)(=O)c3cnc[nH]3)CC2)cc(OC)c1OC	.	.	2.2	0.029	1.1	-1.7	0.8	1.9	7.1	-0.8%	-3%	-3.3	1027	i	17	i	-4	9
CC(=O)/C(=N/Nc1cccc(C)c1)N1CCOCC1	-0.58	893	-0.31	-0.076	0.13	0.32	2.0	1.2	1.9	-0.4%	9%	4.0	1132	i	27	.	.	.
Cc1cc(NC(=O)CSc2nc(C3CC3)nc3sc4c(c23)CCC(C)C4)no1 (stereo not drawn)	.	.	1.7	-0.1	1.5	-2.5	1.5	1.3	5.6	.	.	.	.	i	3	i	.	.
OCC1CCN(Cc2cn(Cc3ccccc3)nc2-c2cc3ccccc3o2)CC1	-1.6	1354	1.3	-0.3	0.42	-0.31	2.9	3.1	6.9	-0.6%	16%	-1.7	1004	i	-27	i	3	5
Cc1ccc(NC(=O)COC(=O)CN2C(=O)COc3ccccc32)cc1	0.06	921	0.34	-0.2	0.6	1.2	1.2	1.3	9.9	0.3%	-2%	-5.3	1089	i	-7	i	0	-107
N#CC1=C(N)NC(=S)C(C(N)=O)C1c1ccc([N+](=O)[O-])cc1 (stereo not drawn)	-0.09	1426	0.42	-0.28	0.71	0.65	5.0	2.4	5.7	-3.2%	5.6µM*	0.5	1473	i	14	i	-8	-3
O=[N+]([O-])c1cccnc1N1CCCCC1	.	.	-0.24	-0.095	-0.63	0.25	1.8	1.8	6.5	0.5%	-1%	.	.	i	2	i	6	-5
CC(C)(C)Nc1nc(Cl)nc(NC(C)(C)C)n1	-0.77	1260	-0.22	-0.21	-0.13	0.5	1.6	1.0	17	-1.0%	-1%	2.7	1084	i	-6	i	-12	19
COc1ccc(N2CCN(c3nc4c(c(=O)[nH]c(=O)n4C)n3Cc3cccc(C)c3)CC2)cc1	.	.	-0.2	-0.15	0.91	-0.097	2.7	3.4	9.7	-4.9%	-11%	-0.3	941	i	1	i	25	22
